Epigenetic mod = epigenetic modulators derepressing GFP locus in mouse cells; mouse C127i GFP locus derepression, cytometry, 30 h; Potency, µM (top dose mostly 46.1 µM), inactives show at the highest dose GFP derepression (activation); hit rate 0.09% among 68,000; AID 597; also: % of control where 0% means no effect
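Read-out is the number of GFP-positive cells, scored as fluorescent objects 20 to 120 um wide, reflecting derepression of a silenced CMV-GFP reporter in murine C127i cells after 30 h compound exposure at 37 C.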
Rhodamine autofl = compound autofluorescence in rhodamine spectral region. Rhodamine-region fluorescence, 547/598 nm, Tris buffer; active compounds read high. max dye-equivalent concentration, M. hit rate 0.05% among 59,000; in the data active = max dye-equivalent concentration above about 11 nM; inconclusive = between about 1.1 nM and that limit
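qHTS spectral profiling of compounds without any target or enzyme present, in pH 8.0 Tris buffer; plates were read after a 15-minute room-temperature incubation using the rhodamine-region filter set.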
4-MU autofl = 4-MU region autofluorescence; compound autofluorescence, 340/450 nm, 4-MU equivalents; active compounds read high; max dye-equivalent concentration, M; AID 589; hit rate 11% among 59,000; in the data active = max dye-equivalent concentration above about 10 nM; inconclusive = mostly about 1.1 nM to 9.6 nM
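Compounds in 100 mM Tris, pH 8.0, incubated 15 min at room temperature, then fluorescence read at 340 nm excitation/450 nm emission. Signal converted to 4-MU dye-equivalent concentration using an on-plate six-point 4-MU standard curve.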
HADH2 inhib = inhibitors of human HADH2 dehydrogenase; Q99714; recombinant HADH2, NADH fluorescence, beta-hydroxybutyryl-CoA; Potency, µM (titrated, usually from 57.1 µM), without a hit: top-dose activity change, negative = inhibition, actives largely listed as inhibitors; hit rate 3.4% among 73,000; also: potency is read from the fitted curve at half-maximal effect; % is scaled to controls: 0 for no effect and ±100 for the full control effect; nearly all actives have a fitted effect of over 60% in size; many of its hits are not listed in these tables
Target sequence (Q99714 whole entry, looked up, one chain of several): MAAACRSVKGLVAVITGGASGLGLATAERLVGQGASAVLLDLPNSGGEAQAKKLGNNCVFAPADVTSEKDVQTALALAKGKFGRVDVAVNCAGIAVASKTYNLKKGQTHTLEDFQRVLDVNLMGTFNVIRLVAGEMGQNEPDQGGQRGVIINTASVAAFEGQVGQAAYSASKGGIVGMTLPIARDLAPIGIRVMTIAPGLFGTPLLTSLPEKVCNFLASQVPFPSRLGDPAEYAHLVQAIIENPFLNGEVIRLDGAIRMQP
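His-tagged recombinant enzyme from E. coli, 20 nM, preincubated 15 min RT with compound; reaction started with 1 mM NAD+ and 90 uM beta-hydroxybutyryl-CoA in 100 mM Tris-HCl pH 9.0. NADH fluorescence (ex 360/em 450) read over 4 min; last-minus-first difference.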
Pol III holo inh = inhibitors of bacterial DNA polymerase III holoenzyme | hit rate 0.25% among 71,000 | Potency, µM (series often up to 57.1 µM), for inactives: at the highest dose activity change, negative = inhibition | reconstituted DNA polymerase III holoenzyme replication, biochemical; also: potency is read from the fitted curve at half-maximal effect; % is scaled to controls: 0 for no effect and ±100 for the full control effect
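Reconstituted *E. coli* holoenzyme (0.35 nM Pol III, 1 nM beta, 154 nM SSB, 2 nM primase) was preincubated with compound for 15 min at RT. Synthesis on 1.4 nM ssM13Gori ran 35 min, then was stopped with PicoGreen/EDTA and read as dsDNA fluorescence.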
Hsp90 Hop PPI = changes Hsp90-Hop TPR2A binding signal, up or down; AlphaScreen TPR2A-His6 binding biotin-Hsp90 C-terminal peptide; Potency, µM (top dose mostly 57 µM), for inactives: at the highest dose activity change, negative = inhibition; hit rate 0.44% among 71,000; AID 595; active = well fitted curve in either direction with a large enough effect; inconclusive = small, poorly fitted or top-dose-only effect, or another doubt; also: potency is read from the fitted curve at half-maximal effect; % is scaled to controls: 0 for no effect and ±100 for the full control effect; many of its hits are not listed in these tables
Fluorescein autfl = compound autofluorescence in fluorescein spectral region; Compound autofluorescence, 480/540 nm, fluorescein-equivalent; active compounds read high; max fluorescein-equivalent concentration, M; hit rate 0.91% among 59,000; in the data active = max fluorescein-equivalent concentration above about 10 nM; inconclusive = between about 1.1 nM and that limit
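Each compound is tested across a concentration series in 100 mM Tris buffer at pH 8.0. After 15 min at room temperature, plates are imaged with 480 nm excitation and 540 nm emission filters, and intensities are converted to fluorescein-equivalent values.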
HBB splicing = hemoglobin beta splicing modulation. HBB splicing reporter cell assay, activation; EGFP reporter with mutant IVS2-654 intron; response scale: normalised to 500 nM splice-correcting PNA. Potency, µM (doses to about 46.1 µM), for inactives: top-dose activation, actives largely listed as activators. hit rate 0.06% among 65,000; also: potency is read from the fitted curve at half-maximal effect; 0% is about no effect
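HeLa cells stably expressing EGFP interrupted by mutant beta-globin intron 2 (IVS2-654), 500/well in 2% FCS. Treated with compound for 2 days at 37C. Splicing correction scored as total well GFP intensity (488 nm excitation, 500-520 nm emission); 500 nM antisense PNA served as control.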
ALOX15 inhib = inhibitors of human 15-lipoxygenase (ALOX15) | P16050 | purified 15hLO-1, xylenol orange hydroperoxide absorbance | Potency, µM (titrated, usually from 57.1 µM), without a hit: at the highest dose activity change, negative = inhibition, most hits filed as inhibitors | hit rate 1.4% among 74,000 | AID 887; also: potency is read from the fitted curve at half-maximal effect; % is scaled to controls: 0 for no effect and ±100 for the full control effect; nearly all actives have a fitted effect of over 55% in size
Target sequence (P16050 whole entry, looked up): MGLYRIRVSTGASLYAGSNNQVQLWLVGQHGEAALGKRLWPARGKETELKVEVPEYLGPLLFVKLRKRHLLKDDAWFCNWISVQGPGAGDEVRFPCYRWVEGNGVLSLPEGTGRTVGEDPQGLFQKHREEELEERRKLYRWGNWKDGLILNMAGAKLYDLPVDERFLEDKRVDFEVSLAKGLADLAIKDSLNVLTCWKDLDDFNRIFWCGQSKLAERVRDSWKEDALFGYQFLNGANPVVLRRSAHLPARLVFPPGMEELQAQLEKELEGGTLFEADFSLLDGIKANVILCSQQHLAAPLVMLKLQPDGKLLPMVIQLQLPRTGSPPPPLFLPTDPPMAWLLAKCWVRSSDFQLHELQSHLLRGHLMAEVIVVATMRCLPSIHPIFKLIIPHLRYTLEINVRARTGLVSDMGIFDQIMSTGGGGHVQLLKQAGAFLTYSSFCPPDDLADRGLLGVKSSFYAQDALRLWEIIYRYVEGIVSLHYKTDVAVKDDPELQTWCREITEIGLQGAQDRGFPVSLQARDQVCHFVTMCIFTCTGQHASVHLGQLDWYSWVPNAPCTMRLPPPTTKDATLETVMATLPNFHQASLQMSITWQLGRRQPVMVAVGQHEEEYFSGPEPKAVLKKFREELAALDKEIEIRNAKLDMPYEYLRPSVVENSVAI
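40 nM 15hLO-1 + cpd, 15 min RT; start w/ 50 uM AA (final), 6 min RT; stop/detect w/ 200 uM XO + 300 uM Fe(II) in 50 mM H2SO4, 30 min; A573/A405. Buffer 25 mM Hepes pH 7.5, 0.01% Triton X-100. No-enzyme wells as negative control.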
Texas Red fluor = Texas Red region autofluorescence; Compound fluorescence, Texas Red channel, 547/618 nm; active compounds read high; max dye-equivalent concentration, M; hit rate 0.06% among 59,000; AID 587; in the data active = max dye-equivalent concentration above about 10 nM; inconclusive = between about 1.1 nM and that limit
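qHTS profiling of intrinsic compound fluorescence; 100 mM Tris pH 8.0; 15 min RT; ex 547 / em 618 nm; response expressed as Texas Red dye-equivalent concentration from six-point plate standard.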
UbGFP stabilizer = proteasome inhibitors stabilizing ubiquitin-GFP reporter; Potency, µM (titrated, usually from 45.9 µM), for inactives: at the highest dose activation (GFP accumulation), most hits filed as activators; 67,000 tested, under 10 active; Ubiquitin-GFP reporter cells, proteasome inhibition, GFP fluorescence; response scale: untreated = 0%, 10 µM MG-132 = 100%; AID 526; active = well fitted activation curve with a large enough effect, not every such curve was filed as active; inconclusive = small, poorly fitted or top-dose-only effect, or another doubt; inactive = no such curve, though single readings can be large or run the other way; also: potency is read from the fitted curve at half-maximal effect
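GFP accumulation read-out: laser plate cytometry counting ubiquitin(G76V)-GFP-expressing U2OS cells after 4 hr compound exposure at 37 °C. Titrations spanned 46 uM to 2.9 nM; 0% = basal, 100% = 10 uM MG-132; concentration-response curves fitted.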
Starred values were filed as active, the others as inactive; i = inactive; ? = inconclusive; . = not tested or not shown; & = joins results of further samples; [ ] = remark or other dose. Unless noted, calls follow the shape of the dose curve; as a rule, active = well fitted curve in the direction sought with a large enough effect; inconclusive = small, poorly fitted or top-dose-only effect, or another doubt; inactive = no such curve, though single readings can be large; an effect the other way counts as inactive or inconclusive. This is a subset, so the mix of outcomes need not match the whole.

SMILES	Epigenetic mod	Rhodamine autofl	4-MU autofl	HADH2 inhib	Pol III holo inh	Hsp90 Hop PPI	Fluorescein autfl	HBB splicing	ALOX15 inhib	Texas Red fluor	UbGFP stabilizer
CC(=O)[C@@]1(O)Cc2c(O)c3c(c(O)c2[C@H](O[C@H]2C[C@H](N)[C@H](O)[C@H](C)O2)C1)C(=O)c1ccccc1C3=O	13µM*	4.2e-08M*	?	10%	4µM*	?	4.7e-07M*	13µM*	?	?	-11%
Cc1cccc(CS(=O)(=O)Cc2ccc(C(=O)NCc3ccco3)o2)c1	2%	i	i	5%	-3%	-2%	?	-5.1%	6%	?	-13%
O=c1c(-c2cc(F)cc(F)c2)nc2cnc(N3CCNCC3)nc2n1C1CC1	14%[9.22 µM]	i	2.3e-07M*	312%[activator]	-8%	6%	i	1.2%	2%	i	-2%
COc1ccc(-c2noc(CCC(=O)Nc3ccc4c(c3)OCCO4)n2)cc1	2%	i	i	4%	0%	-1%	i	2.6%	-3%	i	7%
CC(=O)c1cc(-c2ccccc2)n(CC(=O)N2CCN(C3CCCC3)CC2)c1C	1%	i	i	-5%	0%	-4%	?	-0.7%	5%	i	-9%
NC(N)=NC[C@@H]1COC2(CCCCC2)O1	0%[20.6 µM]	i	i	-4%[25.6 µM]	-4%[25.6 µM]	-4%[26 µM]	?	0.6%[20.6 µM]	5%[25.6 µM]	i	5%[20.5 µM]
O=c1[nH]cnc2c1N1CCC2CC1	-2%	i	i	-3%	-6%	0%	i	1.0%[57.5 µM]	6%	i	-2%
CCOC(=O)Cn1c(C)nc2c(C(=O)OCC)sc(C)c2c1=O	0%	.	.	-29%	-9%	-1%	.	-0.9%[9.22 µM]	5%	.	-8%
COC(=O)c1ccc(C(NC(=O)OCc2ccccc2)/C(=C/[C@@H](C)C(=O)NCc2cc(C)on2)c2cccnc2)cc1 (stereo partly specified)	.	.	.	10%	3%	1%	.	0.5%	-6%	.	.
CC(C)n1c(SC2CCOC2=O)nc2ccccc21 (stereo unspecified)	0%	i	i	-6%	-5%	3%	i	0.0%[57.5 µM]	3%	?	-3%
CCOC(=O)c1ccc(CC2S/C(=C(\C#N)C(C)=O)NC2=O)cc1 (stereo unspecified)	-4%[20.6 µM]	i	i	.	.	.	?	.	.	i	.
Cn1c(=O)oc2cc(S(=O)(=O)N3CCOCC3)ccc21	-3%	i	i	-4%	0%	1%	i	-0.1%	1%	i	4%
O=C1CCc2cc(S(=O)(=O)N3CCC(C(=O)Nc4nccs4)CC3)ccc2N1	0%	.	.	-16%	4%	1%	.	0.3%	0%	.	11%
O=C(CCN1C(=O)c2ccccc2C1=O)N1CCN(Cc2ccc(Cl)cc2Cl)CC1	-2%	.	.	9%[11.4 µM]	2%[11.4 µM]	-7%[11 µM]	.	-2.1%[0.0738 µM]	-6%[11.4 µM]	.	8%[9.17 µM]
N#Cc1ccsc1NC(=O)COC(=O)CCCSc1nc2ccccc2s1	4%	i	?	?	5%	0%	?	-1.4%	-18%	i	-1%
Cc1cc(=O)[nH]c2ccccc12	0%	i	i	-6%	11%	-1%	?	-3.7%	2%	?	1%
CCCc1cc(C(=O)NCc2ccccc2)no1	0%	.	.	1%	-4%	4%	.	0.3%	5%	.	-9%
COc1ccc(NC(=O)Cn2nnc(-c3ccccc3NC(=O)c3ccco3)n2)cc1	10%	i	i	7%	-4%	2%	i	-0.2%[57.5 µM]	-10%	?	0%
CC(C)(C)c1ccc(C(=O)NCc2cccnc2)cc1	1%	i	i	4%	-1%	-1%	i	-0.2%[57.5 µM]	2%	i	2%
CC(C)N(CCC(=O)c1ccc2ccccc2c1)Cc1ccccc1	-2%&0%	i	?	?	3%&-5%	6%&-8%	?	-0.5%	?	i	0%&6%
CN(Cc1ccco1)c1ncncc1-c1ccccc1C(F)(F)F	3%[9.22 µM]	i	i	-17%	0%	-6%	?	0.2%	10%	i	2%
COc1ccc(OC)c(-c2cc(C(=O)NCc3ccco3)no2)c1	0%	i	1.2e-07M*	39%[activator]	-5%	0%	i	-2.8%	-13%	i	-2%
CCOC(=O)C1CCN(S(=O)(=O)c2cc(Br)cc3c2N(C(=O)C2CC2)CC3)CC1	-2%	i	i	-1%	-7%	7%	i	0.0%	-3%	i	3%
CCCCS(=O)CC(COc1ccc(Cl)cc1)OC(=O)c1ccccc1 (stereo unspecified)	-2%	.	.	-10%[11.4 µM]	2%[11.4 µM]	2%[11 µM]	.	-1.4%[0.0738 µM]	-7%[11.4 µM]	.	-8%[9.17 µM]
CC(=O)c1cccc(NC(=O)c2ccc(NS(C)(=O)=O)cc2)c1	6%	i	i	-10%	-8%	4%	i	0.7%	2%	?	-8%
SMILES	Epigenetic mod	Rhodamine autofl	4-MU autofl	HADH2 inhib	Pol III holo inh	Hsp90 Hop PPI	Fluorescein autfl	HBB splicing	ALOX15 inhib	Texas Red fluor	UbGFP stabilizer
O=C(NCc1ccc2c(c1)OCO2)c1cccc(Cl)c1	-3%	i	i	-5%	-3%	-1%	i	.	-5%	i	-3%
O=C(O)CCn1ccnc1-c1ccccc1	0%	i	i	-3%	6%	-3%	i	-3.9%	2%	i	-5%
COc1ccc(C(C)C)cc1S(=O)(=O)N1CCN(C)CC1	0%	i	i	4%	-5%	-2%	i	.	3%	i	5%
CCOC(=O)Nc1c(C(=O)OC)[nH]c2cccc(OC)c12	-2%	i	1.5e-08M*	-24%	-3%	4%	i	0.1%[1.84 µM]	3%	i	-4%
COCCN(C(=O)CCCC(=O)Nc1ccccn1)C(C(=O)NC1CCCCC1)c1ccc(C)cc1 (stereo unspecified)	3%	i	i	19%	-5%	?	i	.	-7%	i	-7%
COc1ccc2c(=O)c3c(=O)n(Cc4ccco4)c(-c4ccccc4)nc3oc2c1	4%	i	i	8%	-11%	-7%	i	2.5%	-2%	i	7%
Cc1ccc(CNC(=O)C2CCCCC2C(=O)O)cc1 (stereo unspecified)	-3%	i	i	6%	-6%	0%	i	.	6%	i	-4%
COC(=O)c1cc2c(cc1Cl)SC(=NCCCN1CCOCC1)NS2(=O)=O	-1%	i	i	?	4%	-4%	?	-4.7%	-14%	i	1%
COc1ccc(-n2c(C)cc(C(=O)COC(=O)Cn3cnc4ccccc43)c2C)cc1	-3%	i	i	15%	1%	-17%	?	-1.5%	-9%	?	1%
CC1=C(C(=O)OCc2ccccc2)C(c2ccc(C(F)(F)F)cc2)NC(=O)N1CCCCCC(=O)O (stereo unspecified)	.	.	.	7%	-3%	0%	.	-0.2%	-7%	.	.
CC(C)CC(=O)N=C1SC2CS(=O)(=O)CC2N1CCc1ccccc1 (stereo unspecified)	0%	i	i	4%	-1%	-6%	i	0.7%[0.369 µM]	2%	i	-4%
CCc1cc2c(=O)c(-c3cscn3)coc2cc1O	-5%[20.6 µM]	i	5.3e-08M*	.	.	.	i	.	.	i	.
OC1(c2cn(Cc3ccccc3)nn2)CCCCC1	0%	i	i	-1%	-6%	-4%	?	-0.6%	3%	?	2%
CC(C)C(C(=O)NC(C)(C)C)N1C(=O)c2ccccc2C1=O (stereo unspecified)	0%	.	.	-1%	-1%	-5%	.	-0.9%	5%	.	13%
CCOC(=O)C1=C(C)N=C2SC(CC)C(=O)N2C1c1ccc(OC(C)=O)c(OCC)c1 (stereo unspecified)	4%	i	i	-2%	0%	-5%	i	-0.5%	-2%	i	-5%
Cn1c(NCc2ccco2)nc2c1c(=O)n(Cc1ccc(Cl)c(Cl)c1)c(=O)n2C	10%[20.6 µM]	i	i	.	.	.	?	.	.	i	.
CC/C(C)=N/O	.	.	.	0%	1%	-6%	.	-0.3%	-3%	.	.
C1=C(c2ccccc2)Nc2nnnn2C1	0%	i	5.9e-08M*	9%	2%	-3%	?	-1.5%	1%	i	-1%
CC(=O)N(C(C)=O)c1c(N2CCOCC2)c2ccccc2oc1=O	-3%	i	i	-9%	-4%	0%	?	0.7%	4%	?	0%
Cc1ccc(C)c(-n2c(Cc3cc(=O)[nH]c(=O)[nH]3)nnc2SC(C)C)c1	.	.	.	-1%	6%	-1%[2.3 µM]	.	0.6%	6%	.	-6%
COc1ccccc1CN1CCCC2(CCN(S(C)(=O)=O)CC2)C1	2%[9.22 µM]	i	i	5%	-11%	-2%	i	-0.8%	-1%	i	-1%
CCOC(=O)N1CCN(c2cc(=O)n(Cc3ccc(F)cc3)c(=O)[nH]2)CC1	1%	i	i	-10%	-1%	-5%	?	-1.5%	-4%	?	-5%

Screening data deposited in PubChem by National Center for Advancing Translational Sciences (NCATS).
